CHT inh: inhibitors of human choline transporter CHT. High affinity choline transporter 1 (Homo sapiens), Q9GZV3. CHT-expressing cells, membrane potential dye, choline response; active compounds read low. B-score at 10 µM. actives 0.86% (n = 310,000);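 active means B-score over 3 SD under the library average, and starting fluorescence ratio not unusually high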;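 further: choline stimulus applied at its EC90 after an EC20 pre-addition; B-score computed on integrated fluorescence ratio after choline addition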
Target sequence (Q9GZV3 whole entry, looked up): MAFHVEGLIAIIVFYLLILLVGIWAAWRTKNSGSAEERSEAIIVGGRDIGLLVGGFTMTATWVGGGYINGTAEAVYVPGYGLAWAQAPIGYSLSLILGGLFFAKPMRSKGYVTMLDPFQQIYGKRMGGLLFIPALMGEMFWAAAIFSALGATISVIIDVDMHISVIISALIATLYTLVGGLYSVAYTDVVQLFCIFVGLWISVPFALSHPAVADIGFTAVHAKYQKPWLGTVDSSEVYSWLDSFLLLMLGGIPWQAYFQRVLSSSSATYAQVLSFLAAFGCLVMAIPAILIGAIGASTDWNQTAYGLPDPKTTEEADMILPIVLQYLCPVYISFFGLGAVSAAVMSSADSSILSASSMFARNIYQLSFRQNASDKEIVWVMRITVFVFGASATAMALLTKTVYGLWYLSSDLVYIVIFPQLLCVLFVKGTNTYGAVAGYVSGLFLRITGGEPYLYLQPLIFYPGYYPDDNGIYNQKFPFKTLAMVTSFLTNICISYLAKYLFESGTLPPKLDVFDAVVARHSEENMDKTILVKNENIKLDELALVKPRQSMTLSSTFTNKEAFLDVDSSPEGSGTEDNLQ
CHT allo act: CHT positive allosteric modulators, primary screen, cell-based, membrane potential dye, choline EC20 | High affinity choline transporter 1 (Homo sapiens), Q9GZV3 | CHT-expressing cells; active compounds read high; LV-AA mutant CHT in HEK293 cells | B-score at 10 µM | actives 0.49% (n = 310,000) | AID 488977, 2010;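 active means initial fluorescence not abnormally high and integrated response B-score, plate-corrected, over 3 SD above library mean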
Starred values were filed as active, the others as inactive; i = inactive.

SMILES	CHT inh	CHT allo act
CCOc1ncccc1C(=O)OCC(=O)Nc1c(C)cccc1C	i	i
CCOc1c(C)cnc2c1c(=O)n(Cc1cccc(Cl)c1)c(=O)n2C	i	i
C=CCN(Cc1ccco1)S(=O)(=O)c1ccc(Cl)cc1	i	i
Cc1nn(-c2ccccc2)c(C)c1C(=O)OCC(=O)N(C)C1CCS(=O)(=O)C1 (stereo not given)	i	i
O=c1o[nH]c(-c2ccccc2)c1N=Nc1c(F)cccc1Cl	i	i
CN(CCO)CCOCCOc1cccc2ccccc12	i	i
CCCc1nc2ccccc2n1C(=S)SC	i	i
COC(=O)C(NC(=O)C(C)NC(=O)OCc1ccccc1)C(C)C (stereo not given)	i	i
NC(=O)c1ccccc1NC(=O)CCCc1ccccc1	i	i
C/C(=N\OCC(=O)Nc1ccccc1C(=O)O)c1cccs1	-6.2*	i
COc1ccc(S(=O)(=O)N2CC=C(C(=O)Nc3ccc(NC(C)=O)cc3)CC2)cc1	i	i
O=C(c1cccs1)N1CCN(Cc2cccnc2)CC1	i	i
C/C(=N\NC(=O)C(N)=O)c1cccc(C(F)(F)F)c1	i	i
CC(NC(=O)COC(=O)c1cc(NS(=O)(=O)c2ccc(Cl)c([N+](=O)[O-])c2)ccc1O)C1CC2CCC1C2 (stereo not given)	i	i
O=C(CN1C(=O)NC2(CCc3ccccc32)C1=O)c1ccc(F)c(F)c1 (stereo not given)	i	i
Cc1ccc(-n2c3c(c(O)c(-c4ccccc4)c2=O)C(=O)CC(C)(C)C3)cc1	i	i
O=C(Nc1cccc2nsnc12)c1ccc(-c2ccc(Br)cc2)o1	i	i
Cc1cccc(-n2ncc3c2CCCC3NC(=O)Cc2c(C)noc2C)c1C (stereo not given)	i	i
CN(CC(=O)Nc1ccc(S(N)(=O)=O)cc1)c1ccccc1	i	i
NC(=O)COC(=O)c1cccc(S(=O)(=O)N2CCN(c3ccc(F)cc3)CC2)c1	i	i

Shown with bars between the fields: 2 of the compounds above.
Compound | CHT inh | CHT allo act
CN(CCO)CCOCCOc1cccc2ccccc12 | i | i
Cc1nn(-c2ccccc2)c(C)c1C(=O)OCC(=O)N(C)C1CCS(=O)(=O)C1 (stereo not given) | i | i

Back to the main list; the 5 compounds before the break are reprinted first.
SMILES	CHT inh	CHT allo act
Cc1ccc(-n2c3c(c(O)c(-c4ccccc4)c2=O)C(=O)CC(C)(C)C3)cc1	i	i
O=C(Nc1cccc2nsnc12)c1ccc(-c2ccc(Br)cc2)o1	i	i
Cc1cccc(-n2ncc3c2CCCC3NC(=O)Cc2c(C)noc2C)c1C (stereo not given)	i	i
CN(CC(=O)Nc1ccc(S(N)(=O)=O)cc1)c1ccccc1	i	i
NC(=O)COC(=O)c1cccc(S(=O)(=O)N2CCN(c3ccc(F)cc3)CC2)c1	i	i
COc1ccc(N(C(=O)CNC(=O)c2ccco2)C(C(=O)NC2CCCC2)c2ccncc2)cc1 (stereo not given)	i	i
CC(=O)c1ccc(NC(=S)Nc2cccc3ccccc23)cc1	i	i
O=C(/C=C/c1ccc2c(c1)OCO2)Nc1nc(-c2ccc(F)cc2)cs1	i	i
COc1ccc2oc3cc(C)[n+]([O-])c(-c4ccc(Br)cc4)c3c2c1	i	i
CCOC(=O)c1ccc(NC2c3ccccc3C(=O)N2c2cccnc2)cc1 (stereo not given)	i	i
CCS(=O)(=O)N1CCCC(C(=O)NCc2ccc(C)cc2)C1 (stereo not given)	i	i
CCOC(=O)C(NC(=O)c1ccccc1)(N1CCCC1=O)C(F)(F)F (stereo not given)	i	i
COc1ccc2cc(CCNC(=O)C3CCCC3)c(=O)[nH]c2c1	i	i
Cc1c(CCC(=O)NCCCn2ccnc2)c(=O)oc2cc3occ(C(C)(C)C)c3cc12	i	i
Cc1ccc(NC(=O)COC(=O)CSC(=S)N2CCOCC2)cc1C	i	i
CC(=O)NC1=NN(C(C)=O)C(c2sccc2C)S1 (stereo not given)	i	i
O=C(Nc1c(F)cc(F)cc1Br)C1CCCO1 (stereo not given)	i	i
CCC(C)[C@H](NC(=O)OC(C)(C)C)C(=O)N/N=C/c1cccc2nccnc12 (stereo not given in full)	i	i
Cc1cccc2sc(NC(=O)CCn3cccc3)nc12	i	i
Cn1c(=O)c(=O)n(C)c2cc(S(=O)(=O)N3CCCC3C(=O)NCc3ccco3)ccc21 (stereo not given)	i	i
COc1cccc(/C=N/NC(=O)CNC(=O)C(c2ccccc2)c2ccccc2)c1O	i	i
CC(C)N1C(=S)SC(C)(C)C1n1oc(=O)n(-c2ccc(Cl)c(Cl)c2)c1=O (stereo not given)	i	i
Cc1ccc(C)c(N2CCN(C(=O)c3ccc4nsnc4c3)CC2)c1	i	i
CC1CCN(C(=O)C(NS(=O)(=O)c2cccc3nsnc23)c2ccccc2)CC1 (stereo not given)	i	i
O=C1COc2ccc(-c3csc(=Nc4ccc(OC(F)F)cc4)n3CC3CCCO3)cc2N1 (stereo not given)	i	i
Cc1ccc(NC2CCCN(C(=O)c3ccoc3C)C2)cc1C (stereo not given)	i	i
COc1cccc(NC(=O)CSc2nc(O)c(C)c(=O)n2-c2ccc(C)cc2)c1	i	i
c1ccc(CCNc2ccc3nncn3n2)cc1	i	i
CCOC(=O)N/N=C/c1cn(Cc2ccc(F)cc2)c2ccccc12	i	i
O=c1[nH]c(SCc2nc3ccccc3n2Cc2ccccc2)nc2ccccc12	i	i
CC(Oc1ccccc1)c1ccnn1S(=O)(=O)c1ccccc1 (stereo not given)	i	i
C=CCN1C(=S)N[C@@H]2CS(=O)(=O)C[C@@H]21	i	i
COc1cccc(NC(=O)CSc2nnc(-c3ccco3)c(-c3ccco3)n2)c1	-7.4*	i
O=C(NC(=S)Nc1ccc(C(F)(F)F)cc1)c1csnn1	i	i
CN(CCOc1ccccc1)C(=O)c1ccc(OC2CCN(C(=O)C3CC3)CC2)cc1	i	i
CNC(=O)OCc1cccc(COC(=O)NC)n1	i	i
NC(=O)C1CCN(C(=O)c2ccc(CS(=O)(=O)c3c(Cl)cccc3Cl)o2)CC1	i	i
CCOc1ccc(C2=NNC(c3cccs3)=Nc3ccc(OCC)cc32)cc1	i	i
O=C1C2C3C=CC(C4CC34)C2C(=O)N1CCCCN1CCN(c2ccc(F)cc2)CC1 (stereo not given)	i	i
CN(C)C(CNC(=O)c1ccc([N+](=O)[O-])cc1Cl)c1ccco1 (stereo not given)	i	i
COc1cc(OC)cc(-c2nnc(SCC(=O)N(C(C)C)C(C)C)o2)c1	i	i
Cc1ccc(NC(=O)N2CCCC2c2cccs2)cc1 (stereo not given)	i	i
COC(=O)COc1ccccc1/C=C1/NC(=O)NC1=O	i	i
CCCOP(=O)(c1ccc(N(C)C)cc1)C(Nc1ccccc1)c1ccc(C)cc1 (stereo not given)	i	i
CCOC(=O)N1CCC(N2CCN(S(=O)(=O)c3ccc4ccccc4c3)CC2)CC1	i	i
CCC(C)c1ccccc1NC(=O)CN(C)CC(=O)Nc1ccccc1SC (stereo not given)	i	i
COC(=O)C1=C(C(=O)OC)SC(=C2C(=S)C(C)(C)N(C(=O)C(C)C)c3ccccc32)S1	i	i
COc1cc(CNC2CCCC2)c(Br)cc1OCc1ccccc1	i	i
Cc1ccccc1CN(c1ccc(C(=O)Nc2ccccc2C(=O)NCc2ccco2)cc1)S(C)(=O)=O	i	i
O=C1C2C3C=CC(C4CC34)C2C(=O)N1/N=C/c1ccc([N+](=O)[O-])s1 (stereo not given)	i	i
N#Cc1ccc(CSCC(=O)NN=C2CCCC2)cc1	i	i
C/C(=N\Nc1c([N+](=O)[O-])c(C)nn1C)c1ccc(F)cc1F	i	i
COc1cc(C(=O)N=C2SC3CS(=O)(=O)CC3N2c2ccccc2)cc(OC)c1OC (stereo not given)	i	i
O=C(CN(Cc1ccc(F)cc1)C(=O)CCC(=O)Nc1ccccn1)NCc1ccc(F)cc1	i	i
Oc1ccccc1C1=NN(c2ccccc2)C(c2ccccc2)C1 (stereo not given)	i	i
CN(C)S(=O)(=O)c1cccc(C(=O)Nc2ccccc2[N+](=O)[O-])c1	i	i
O=C1C=C(O)C(n2cncn2)C(c2ccc(F)cc2)C1 (stereo not given)	i	i
Cc1ccc(S(=O)(=O)CCC(=O)OCC(=O)NCC(=O)Nc2c(C)cc(C)cc2C)cc1	i	i
CSc1nc(N)nc(C(C)C)n1	i	i
Cc1ccc(O)c(C(=O)c2cnc3c(c2)c(C)nn3C)c1	i	i
CS(=O)(=O)N1CCN(C(=O)Cc2cccs2)CC1	i	i
Cc1ccc(N(C)C(=O)C2CCN(S(=O)(=O)c3ccc4c(c3)oc(=O)n4C)CC2)cc1	i	i
CCOC(=O)Cc1csc(NS(=O)(=O)c2ccc(F)cc2)n1	i	i
Cc1cccc(OCCCCCN2CCOCC2)c1C	i	i
CCOC(=S)SCc1cn2ccccc2n1	i	i

Carrying on.
SMILES	CHT inh	CHT allo act
N=C1C(c2ccccc2)=C(O)CN1c1cccc(S(=O)(=O)NCc2ccco2)c1	i	i
O=C(CSc1nc(-c2ccccc2)nc2ccc(F)cc12)Nc1cccc(C(=O)O)c1	i	i
CCOc1ccc(Cl)cc1S(=O)(=O)N1CCC(C(=O)NCc2cccnc2)CC1	i	i
CCCCn1c(N)c(N(CCOC)C(=O)c2ccc(C)c(S(=O)(=O)N3CCOCC3)c2)c(=O)[nH]c1=O	i	i
CCCCC(=O)NC(c1cccs1)c1cc(Cl)c2cccnc2c1O (stereo not given)	i	i
COc1cccc(C(=O)Nc2cccc(C(C)=O)c2)c1	i	i
COc1ccccc1NC(=O)/C=C/c1ccc(OC)c(S(=O)(=O)N2CCOCC2)c1	i	i
O=C(Nc1ccc(OCC(=O)N2CCOCC2)cc1)c1cccc(Cl)c1	i	i
Cc1ccc(SCC(=O)NCCN2C(=O)CSC2=O)cc1C	i	i
COc1ccc([C@H]2[C@@H](C#N)[C@H](C#N)N3CCCN23)cc1	i	i
COC(=O)c1cc(NC(=O)C2COc3ccccc3O2)cc(C(=O)OC)c1 (stereo not given)	i	i
COc1ccc(CCNC(=O)c2coc(=O)c(Br)c2)cc1	i	i
COc1cccc(CC(=O)OCC(=O)NC2(C#N)CCCCC2)c1	i	i
COc1ccccc1N1CCN(C(=O)CCNS(=O)(=O)c2ccc3c(c2)CCC(=O)N3)CC1	i	i
COc1ccc(Cl)cc1Nc1nc2ccc(C)cc2n2cnnc12	i	i
CN(C)c1ccc(Nc2cc(Cl)ncn2)cc1	i	i
Cc1noc(C)c1CSCC(=O)N(C)CC(=O)Nc1ccc(Cl)c(Cl)c1	i	i
CCOC(=O)C1C(=O)CC(C)(O)C(C(=O)OCC)C1c1ccc(Br)o1 (stereo not given)	i	i
COc1ccc(COc2cc(-c3cccc(OC)c3)nc3ccc(NC(C)=O)cc23)cc1	i	i
COc1cc(C(=O)NCCCn2ccnc2)cc(OC)c1OC	i	i

Next part, overlapping the part above by three compounds.
SMILES	CHT inh	CHT allo act
CCOC(=O)C1C(=O)CC(C)(O)C(C(=O)OCC)C1c1ccc(Br)o1 (stereo not given)	i	i
COc1ccc(COc2cc(-c3cccc(OC)c3)nc3ccc(NC(C)=O)cc23)cc1	i	i
COc1cc(C(=O)NCCCn2ccnc2)cc(OC)c1OC	i	i
COc1ccc(C(=O)C2CCCN(C(=O)CCC3=NNC(=O)CC3)C2)c(C)c1 (stereo not given)	i	i
COc1ccc(CCN(C)CC(O)COc2ccc(C(C)=O)cc2OC)cc1OC (stereo not given)	i	i
COc1cccc(N(CC(=O)NCC2CCCO2)C(=O)CCC(=O)Nc2nccs2)c1 (stereo not given)	i	i
Cc1ccc(NC(=O)CSc2nnc(CNC(=O)c3cccs3)o2)cc1	i	i
O=C(CCN1CCCCC1)Nc1ccc(Br)cc1	i	i
CS(=O)(=O)N(CC(=O)NCc1ccncc1)c1cc(Cl)cc(Cl)c1	i	i
Cc1c(NC(=O)C(=O)/C=C(/O)c2ccccc2)c(=O)n(-c2ccccc2)n1C	i	i
Cc1ccc(S(=O)(=O)N(C)C)cc1NC(=S)NC(C)CCC(C)C (stereo not given)	i	i
Cc1ccc(C)c2c1sc(=NC(=O)CN1C(=O)CCC1=O)n2C	i	i
Cc1ccc2nc(-c3ccc(Br)o3)oc(=O)c2c1	i	i
Cc1cc(OC(C)C(=O)NC2CCN(Cc3ccccc3)CC2)c2c(C)cc(=O)oc2c1 (stereo not given)	i	i
NS(=O)(=O)c1ccc(CNC(=O)c2ccc3c(=O)n4c(nc3c2)CCC4)cc1	i	i
COc1ccc(NC(=O)CS(=O)(=O)c2cn(CC(=O)N(C(C)C)C(C)C)c3ccccc23)c(OC)c1	i	i
O=C(Cn1cccc1C(=O)c1ccccc1)NCc1ccc2c(c1)OCO2	i	i
Cc1ccc2nc(SCC(=O)O)nc(C)c2c1	i	i
CC(C)OC(=O)C(C)Oc1ccc(C(=O)NCCc2ccccc2)cc1 (stereo not given)	i	i
O=C(CSc1nc(=O)n2ccccc2n1)N1N=C(c2cccs2)CC1c1ccc(F)cc1 (stereo not given)	i	i
COc1ccc(C(=O)CCc2ccccc2)cc1	i	i
O=C(NCc1ccc(F)cc1)Nc1cccc([N+](=O)[O-])c1	i	i
Cc1cc(C)cc(NC(=S)Nc2ccc(Cl)c(Cl)c2)c1	i	i
COCCNC(=O)c1cc2nc(-c3ccccc3)cc(C)n2n1	i	i
Cc1ccc2c(c1)N(C(=O)CCC(=O)NCCCN1CCOCC1)CC(C)O2 (stereo not given)	i	i
COC(=O)c1cccc(S(=O)(=O)N(Cc2ccco2)Cc2cc3cc(OC)ccc3[nH]c2=O)c1	i	i

Fetched by compound from the list above:
SMILES	CHT inh	CHT allo act
Cc1cc(OC(C)C(=O)NC2CCN(Cc3ccccc3)CC2)c2c(C)cc(=O)oc2c1 (stereo not given)	i	i
Cc1cc(C)cc(NC(=S)Nc2ccc(Cl)c(Cl)c2)c1	i	i
Cc1ccc(NC(=O)CSc2nnc(CNC(=O)c3cccs3)o2)cc1	i	i
Cc1c(NC(=O)C(=O)/C=C(/O)c2ccccc2)c(=O)n(-c2ccccc2)n1C	i	i
COc1ccc(NC(=O)CS(=O)(=O)c2cn(CC(=O)N(C(C)C)C(C)C)c3ccccc23)c(OC)c1	i	i

Assay outcomes from PubChem BioAssay.
